HepG2 tox: HepG2 cytotoxicity, counter-screen for TGF-b inhibitors | HepG2 CAGA-GFP viability, ATP luminescence, 18 h | Potency, µM (titrated, usually from 46.1 µM), without a hit: at the highest dose activity change, negative = cytotoxicity, hits mostly cytotoxic | 410,000 tested, 0.76% active; note: potency is the fitted concentration of half-maximal effect; some results filed as inactive show a strong effect at the top dose
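CellTiter-Glo luminescence gave cytotoxicity after 18 hours at 37 degrees C. The cells were HepG2 CAGA-GFP in 1% FBS DMEM, stimulated with 500 pg/mL TGF-beta after compound addition. %Activity was normalised to no-cell wells (complete cell-killing) and DMSO (no toxicity), and curves were fitted and classified.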
pAkt inh: blocks phosphorylation of Akt | Neuro2A IGF-stimulated pAkt S473 HTRF, 20 min; active compounds read low | activity change, % for hits at 50 µM | 360,000 tested, 0.32% active | AID 651550; in the data active = activity change below about -80%; inconclusive = mostly about -51% to -80%; note: % is set by controls: 0 for no effect and ±100 for the full control effect
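Single-point screen (50 µM final compound) in Neuro2A cells stimulated 20 min with 6 nM IGF at 37 deg C. After lysis, Ser473-phosphorylated Akt read by HTRF (ex 330 nm, em 615/665 nm) as the 665/615 ratio.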
MmCpn inh: M. maripaludis TRiC chaperonin inhibition; Potency, µM (top dose mostly 76.9 µM), inactives show at the highest dose activity, negative = inhibition, usual class: inhibitors; 330,000 tested, 0.031% active; AID 504842; purified Mm-Cpn ATPase, ADP Transcreener TR-FRET; note: potency is the fitted concentration of half-maximal effect; % is set by controls: 0 for no effect and ±100 for the full control effect; nearly all actives have a fitted effect of over 80% in size
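Quantitative HTS used 25 nM Mm-CPN and 10 uM ATP in magnesium/KCl Tris buffer, pH 7.4, with 1 mM DTT. Hydrolysis ran 30 min at 37°C; ADP was read by HTRF.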
TGFb SMAD3 inh: TGF-b pathway inhibition; HepG2 CAGA-GFP TGF-b/SMAD3 reporter, GFP fluorescence, 18 h; TGF-beta stimulated, 500 pg/mL final; Potency, µM (highest dose often 46.1 µM), for the others: at the highest dose activity, negative = inhibition, most hits filed as inhibitors; 410,000 tested, 1.2% active; AID 588855; note: potency is the fitted concentration of half-maximal effect; % is set by controls: 0 for no effect and ±100 for the full control effect; nearly all actives have a fitted effect of over 65% in size
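Per well, imaged GFP fluorescence of HEPG2 CAGA-GFP cells gives the signal; cells get compound, then TGF-beta (500 pg/mL final), 18 h at 37 degrees C; %Activity versus -TGF-beta and +DMSO controls.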
Nrf2 activator: Nrf2 pathway activation; AREc32 ARE-luciferase reporter (MCF7-derived line), luminescence, 24 h; Potency, µM (doses to about 46.1 µM), inactives show top-dose activation, most hits filed as activators; AID 624171; 410,000 tested, 0.31% active; note: potency is the fitted concentration of half-maximal effect; % of control where 0% means no effect; nearly all actives have a fitted effect of over 65% in size
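Reporter line AREc32 (ARE-Fluc), seeded overnight in OPTI-MEM with 5% FBS; compound pin-transferred, 24 hr at 37 deg C, 5% CO2; luminescent read-out.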
Abeta rescue: A-beta toxicity reversal in yeast; yeast expressing A-beta42, growth rescue, OD600, 48 h; response scale: 0% DMSO, 100% iron-clioquinol control; Potency, µM (series often up to 46.1 µM), without a hit: top-dose growth rescue, actives largely listed as activators; 410,000 tested, 0.063% active; AID 1347071; note: potency is the fitted concentration of half-maximal effect; nearly all actives have a fitted effect of over 55% in size
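Yeast growth medium received pinned compounds, then yeast cells expressing toxic A-beta were added; plates incubated at 30 C for 48 hr. Growth read as absorbance at 600 nm, normalized to DMSO and equimolar FeCl3 plus clioquinol controls.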
A549 viability: A549 cytotoxicity, counter-screen for Nrf2 inhibitors; A549 ARE-Fluc cells, CellTiter-Fluor viability, 18-24 h; 390,000 tested, 0.16% active; Potency, µM (top dose mostly 46 µM), inactives show top-dose activity change, negative = cytotoxicity, hits mostly inhibitors; AID 504648; note: potency is the fitted concentration of half-maximal effect; % is set by controls: 0 for no effect and ±100 for the full control effect
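A549 ARE_Fluc cells in 5% FBS OPTI-MEM were exposed to compounds in concentration-response for 18-24 h at 37 deg C. Viability was read by CellTiter-Fluor fluorescence (Ex 405/Em 525) after 30 min, before the luciferase read.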
Nrf2 block: inhibitors of Nrf2 signaling; 360,000 tested, 2.1% active; Potency, µM (titrated, usually from 46 µM), without a hit: top-dose activity change, negative = inhibition, hits mostly inhibitors; AID 504444; A549 ARE-Fluc reporter, luciferase luminescence, 18-24 h; note: potency is the fitted concentration of half-maximal effect; % is set by controls: 0 for no effect and ±100 for the full control effect; nearly all actives have a fitted effect of over 60% in size
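In this cell-based qHTS, ARE-driven firefly luciferase in A549 cells reports Nrf2 activity; the luminescent signal after BugLite lysis is the measured value, with a prior CellTiter-Fluor read for cell health.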
CCT modulator: cytosolic chaperonin activity modulation; purified chaperonin ATPase assay, HTRF ADP detection, 30 min; 360,000 tested, 0.3% active; AID 651819; activity change, % (no concentration beside the values), hits read low; in the data active = activity change below about -30%; note: % is set by controls: 0 for no effect and ±100 for the full control effect
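TRiC at 40 or 20 nM final (batch-dependent) in 30 mM Tris pH 7.4, 100 mM KCl, 5 mM MgCl2, 1 mM DTT, with compound at single 76 uM and 10 uM ATP, 30 min at 37 deg C. ADP detected by HTRF Transcreener, 665/615 ratio.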
Numbers without * were called inactive; i = inactive; ? = inconclusive; · = no result given; [ ] = another dose, or the depositor's remark. Unless noted, calls come from the whole dose curve; as a rule, active = well fitted curve in the direction sought with a large enough effect; inconclusive = small, poorly fitted or top-dose-only effect, or another doubt; inactive = no such curve, though single readings can be large; an effect the other way counts as inactive or inconclusive.

Screens in order: HepG2 tox, pAkt inh, MmCpn inh, TGFb SMAD3 inh, Nrf2 activator, Abeta rescue, A549 viability, Nrf2 block, CCT modulator
Cn1cc(C(=O)Nc2ccc(F)c(F)c2)cn1
  -12%, i, 1%, -5%, -0.2%, 0%, 3%, ·, 0.8
Cc1nc2ccn(Cc3cccnc3)c(=O)c2cc1C(=O)NCc1ccccc1
  -20%, ·, ·, -4%, 4.5%, -25%, 6%, -28%, ·
CS(=O)(=O)c1ccc(C(=O)NC(Cc2ccccc2)c2ccccc2)cc1 (stereo not given)
  -15%, i, 0%, -4%, -0.2%, -20%, 12%, 7%, -0.9
CC(C)(C)S(=O)N1Cc2cc(C(=O)NCC(F)(F)F)nc(-c3cccc(-c4cccc(F)c4)c3)c2[C@H]1CCO (stereo not given in full)
  -8%, i, ·, ?, 5.3%, -17%, ·, ·, 0.7
O=C(O)c1ccc2c(c1)C(=O)/C(=C\c1ccco1)C2=O
  0%, i, -5%, -9%, 0.4%, 9%, -14%, 3%, -2.4
C/C(=C1/SC(N2CC(C)OC(C)C2)=NC1=O)c1ccccc1 (stereo not given)
  1%, i, -8%, -28%, -0.6%, 11%, -5%, -18%, -1.6
O=C(COc1ccc([N+](=O)[O-])cc1)Nc1nc(-c2ccccn2)cs1
  -12%, i, -2%, -3%, 3.3%, -70%[inhibitor], -22%, ?, -0.4
CN(C)c1cccc(C(=O)OCC(=O)N2CCc3ccccc3C2)c1
  4%, i, ?, 0%, 0.7%, 12%, -3%, 9%, 1.4
O=C(NN=Cc1cc(Br)c(O)c(Br)c1)c1ccccc1NS(=O)(=O)c1cccs1
  2%, i, -5%, 2%, 0.3%, -12%, 13%, 0%, -1.6
CC(C)(C)C(=O)CSc1nc2ccsc2c(=O)n1Cc1ccccc1Cl
  -10%, ·, ·, -1%, 1.0%, -5%, 6%, ·, ·
Cc1ccccc1OCc1cc(=O)n2c(-c3ccccc3)csc2n1
  -13%, ·, ·, -22%, -0.6%, 6%, 2%, 15%, ·
COc1cccc(/C=N/NC(=O)c2c(C)nc3ccc(Cl)cn23)c1O
  -17%, i, 2%, -16%, 0.0%, 4%, -2%, ?, 0.5
Cc1cccc(C)c1OC(=O)CSc1nnc(-c2ccccc2)o1
  -1%, i, -23%, -5%, -0.7%, 9%, -5%, -4%, 2.2
COc1ccc(CCNC(=O)CN2C(=O)COc3ccc(C)cc32)cc1OC
  8%, ·, ·, -3%, -1.3%, 2%, -4%, -1%, ·
CC1(C)CC2(CCO1)OC(=O)CC2C(=O)Nc1ccc(Br)cc1 (stereo not given)
  1%, i, 2%, -17%, -0.1%, 8%, 0%, -9%, 1.3
O=C(O)c1cc2c(ccc3ccccc32)o1
  -20%, i, 1%, 23%, 0.1%, 2%, -1%, -18%, -3.7
CC(Sc1ncnc2c1cnn2-c1ccccc1)C(=O)NCC1CCCO1 (stereo not given)
  -22%, i, -4%, -10%, 5.5%, -6%, -3%, -4%, 0.0
CN(C1CCCCC1)S(=O)(=O)c1ccc(SCC(N)=O)nc1
  -28%, i, ·, -5%, 0.2%, -7%, ·, ·, -1.5
CC1CCN(C(=O)c2[nH]c(C(F)(F)F)nc2-c2ccccc2)CC1
  0%, i, ·, -9%, -0.8%, 1%, ·, ·, 0.4
O=C(COc1ccccc1)Nc1cccc2nsnc12
  -5%, i, -3%, 0%, 25%, 4%, 2%, ?, 1.9
Cn1c(=O)c2c(ncn2CC(=O)N2CCN(c3cccc(Cl)c3)CC2)n(C)c1=O
  5%, i, -1%, -3%, 0.0%, -7%, -8%, 3%, 0.4
CCOc1cc(/C=C/C(=O)OCC(=O)NCc2ccco2)cc(Cl)c1OC
  12%, i, -8%, -11%, ?, 11%, 1%, -2%, 1.3
COC(=O)CSc1nc(N2CCOCC2)c2c(c1C#N)CC(C)(C)OC2
  2%, i, 0%, 0%, 0.4%, -1%, -7%, -14%, 0.7
COc1ccc(C(=O)Oc2ccc3oc(=O)sc3c2)cc1
  -33%, i, 2%, -7%, 17%, 0%, -9%, 18%, 0.3
CC(C)Cc1nn2c(=O)cc(COC(=O)c3ccccc3NC(=O)c3ccccc3)nc2s1
  -7%, ·, ·, 3%, -0.3%, -26%, 5%, ·, ·
COc1ccc(S(=O)(=O)Nc2cc3c(cc2C(C)=O)OCO3)cc1
  -20%, i, -4%, -15%, 0.0%, 8%, -9%, -8%, -0.5
O=C(O)CSc1nccc2ccccc12
  7%, i, -4%, 1%, 0.1%, 0%, 16%, 16µM*, -11
NC(CCc1ccccc1)c1csc(NC(=O)NCC2CCCCC2)n1 (stereo not given)
  -102%, i, ·, ?, -2.9%, -5%, ·, ·, 0.3
Cc1ccc(NC(=O)C(Cc2ccccc2)NS(=O)(=O)c2ccc3c(c2)c(=O)n(C)c(=O)n3C)cc1 (stereo not given)
  -9%, ·, ·, ?, -1.0%, -5%, -13%, -13%, ·
Cc1ccc(CNC(=O)c2ccc3c(c2)NC(=O)C(CS(=O)(=O)Cc2cccc(F)c2)N3)cc1 (stereo not given)
  -7%, ·, ·, 12%, -0.9%, -4%, 0%, 11%, ·
CCOC(=O)C1CCCN(C(=O)c2cc3c(OC)c(OC)c(OC)cc3[nH]2)C1 (stereo not given)
  -4%, i, -3%, 0%, 0.1%, 8%, -4%, -22%, -4.5
Cc1cc(N2CCN(c3ccc(C(F)(F)F)cc3[N+](=O)[O-])CC2)c2ccccc2n1
  -61%, i, 3%, 10µM*, 0.2%, -23%, -11%, -28%, -2.0
CC(=O)c1ccc(N2C(=NC(=O)C3CCCO3)SC3CS(=O)(=O)CC32)cc1 (stereo not given)
  12%, i, 0%, 5%, 0.1%, -10%, -1%, 6%, -1.0
O=C(C[n+]1cc(-c2ccc(F)cc2)n2c1CCC2)OCc1ccccc1
  3%, i, 0%, 5%, -0.2%, -8%, 8%, -9%, 0.9
N#Cc1ccccc1NC(=O)CSc1nnc(N)s1
  -5%, ·, ·, -16%, 2.5%, -33%, 5%, 3%, ·
COc1ccc(C(=O)OCc2csc(C)n2)c(O)c1
  7%, i, 0%, 24%, 2.4%, -10%, -1%, 20%, 0.8
CC(OC(=O)CSc1ccc([N+](=O)[O-])cc1)C(=O)NCc1ccco1 (stereo not given)
  -1%, i, 2%, -8%, -0.3%, -3%, -7%, -6%, 0.3
CCCCn1nnnc1C1(C)CCC(=O)N1CCc1ccc(OC)c(OC)c1 (stereo not given)
  ·, i, ·, ·, -1.3%, -2%, ·, ·, 0.0
COc1ccc(-n2ccnc(NCc3cccs3)c2=O)cc1OC
  -26%, ·, ·, -9%, 0.8%, -6%, 12%, 0%, ·
CCOC(=O)N1CCN(C(=O)C(CC(C)C)NC(=O)C2CCCCC2)CC1 (stereo not given)
  -4%, i, 1%, 14%, -0.4%, 9%, -5%, 17%, -0.7
CCOC(=O)CNC(=O)c1ccc(SCC)cc1
  -4%, i, -4%, -1%, 0.3%, 0%, ?, ?, -1.7
O=C(NC(=S)N1CCN(C/C=C/c2ccccc2)CC1)c1ccc(Cl)nc1
  -30%, i, 0%, -22%, 3.4%, 22%, -3%, -27%, -0.1
O=C(O)/C=C/c1cn(-c2ncc(C(F)(F)F)cc2Cl)c2ccccc12
  -22%, i, 1%, -2%, 0.2%, 1%, -1%, ?, -0.9
Cc1ccsc1CN(C(=O)c1ccc(OCC(C)C)cc1)C1CCS(=O)(=O)C1 (stereo not given)
  -19%, ·, ·, ·, 2.9%, 10%, 3%, -1%, ·
Cc1ccc(NC(=O)c2cc3ccccn3n2)cc1F
  -30%, ·, ·, -8%, 6.8%, -25%, -13%, ?, ·
O=C(C[C@@H]1C/C=C\C[C@@H](Cc2ccc(F)cc2)C(=O)OC[C@@H]2CCCN2C1=O)NCCO
  -13%, i, 0%, -8%, 0.1%, -17%, 10%, -3%, -1.4
CC(C)CCOC(=O)C1C(c2ccccc2)C(C(=O)O)C1c1ccccc1 (stereo not given)
  -1%, i, -1%, -4%, -0.6%, 18%, -1%, -18%, -2.4
Cc1ccc(CN2CCC(n3nccc3NC(=O)CCOc3ccccc3)CC2)cc1C
  -12%, i, -1%, 13%, -0.3%, -6%, 0%, -16%, -2.3
COc1ccccc1C/C(N)=N/OC(=O)COc1ccccc1C
  4%, i, -1%, -14%, 0.4%, 2%, 17%, 12%, -3.9
Fc1ccc(/C=N/Nc2nc3ccccc3[nH]2)cc1F
  -5%, i, -2%, -28%, 4.4%, 10%, -1%, 0%, 0.7
Cc1cc(=O)oc2n[nH]c(-c3ccccc3)c12
  10%, i, -2%, -5%, 3.4%, 3%, -4%, 7%, -1.9
COc1ccc2oc(=O)c(C(=O)N3CCN(c4ccccc4F)CC3)cc2c1
  7%, i, 0%, ?, 0.2%, -14%, 4%, -9%, -1.1
CCc1nnc(NC(=O)c2cc(-c3ccco3)nc3ccccc23)s1
  8%, i, 1%, 22%, ?, -14%, -1%, 30%, 0.3

Sorted by the number under MmCpn inh (highest first): 3 of the compounds above
compound	MmCpn inh
CCc1nnc(NC(=O)c2cc(-c3ccco3)nc3ccccc23)s1	1%
O=C(C[n+]1cc(-c2ccc(F)cc2)n2c1CCC2)OCc1ccccc1	0%
Fc1ccc(/C=N/Nc2nc3ccccc3[nH]2)cc1F	-2%

High-throughput results deposited in PubChem by National Center for Advancing Translational Sciences (NCATS).
